HTRA1 inhibitor: inhibitors of human serine peptidase HTRA1 | recombinant HTRA1, FP-rhodamine activity-based probe, fluorescence polarization | inhibition, % at 5.96 µM | hit rate 0.5% among 340,000 | AID 504803; in the data active = inhibition above about 36%;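 also: 0% = enzyme with DMSO and 100% = wells lacking enzyme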
UHRF1 binding: human UHRF1 methylated DNA binding inhibitors. Q96T88. UHRF1 binding to methylated oligo, TR-FRET. inhibition, % at 4.4 µM. hit rate 0.75% among 370,000; in the data active = inhibition above about 21%;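 also: UHRF1 SRA domain binding a hemimethylated CpG hairpin DNA probe; 0% = median of test compound wells and 100% = reference inhibitor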
TCR-CD3 inh: human TCR-CD3 binding inhibition | TAMRA-labeled TCR probe fluorescence, biochemical | inhibition, % at 9.4 µM | hit rate 0.37% among 360,000 | AID 651800; in the data active = inhibition above about 19%;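 also: recombinant mutant TCR 2C K166C tagged with TAMRA read by polarization; 0% = receptor in buffer alone and 100% = receptor with positive control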
PRMT1 FP inh: blocks human protein arginine methyltransferase 1; Q99873; recombinant PRMT1, activity-based probe fluorescence polarization; inhibition, % at 2.79 µM; hit rate 1.3% among 370,000; AID 652257;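 active = inhibition above about 21% made by adding two undisclosed values, limit read from the data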
Target sequence (Q99873 whole entry, looked up): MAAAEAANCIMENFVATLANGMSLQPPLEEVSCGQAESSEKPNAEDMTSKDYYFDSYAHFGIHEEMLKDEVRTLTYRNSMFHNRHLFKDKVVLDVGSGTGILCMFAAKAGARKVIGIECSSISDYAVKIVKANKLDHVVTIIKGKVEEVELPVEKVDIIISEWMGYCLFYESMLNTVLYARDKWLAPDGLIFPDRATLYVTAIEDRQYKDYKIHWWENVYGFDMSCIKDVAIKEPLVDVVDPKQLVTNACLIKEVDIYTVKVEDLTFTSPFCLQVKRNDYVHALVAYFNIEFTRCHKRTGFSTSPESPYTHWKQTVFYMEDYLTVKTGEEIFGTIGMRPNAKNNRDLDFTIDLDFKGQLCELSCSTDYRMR
DDE Tn7 FP inh: inhibitors of Tn7 peptide binding to human fibrin DD(E); P02675; FP displacement of FITC-Tn7 peptide from fibrin DD(E); 0% = median of compound wells per plate; inhibition, % at 8.3 µM; hit rate 0.13% among 370,000;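 active = inhibition above the mean of compounds falling within the control limits plus 3 SD of them, cut at about 14% in these data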;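 also: 0% = plate median of compound wells and 100% = 10 µM Aha-Tn7 peptide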
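System: human fibrin DD(E); quantity: Fibrin-DD(E) at 2 µM final; also added: fluorescent Tn7 probe at 0.1 µM; compound dosing: single nominal test concentration of 8.3 µM per compound; schedule: 10 min preincubation, 3 h with tracer, room temperature; detection: fluorescence polarization of the labelled Tn7 tracer; repeats: one replicate per compound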
SIAE primary: inhibitors of human sialic acid acetylesterase SIAE; SIAE FP-Rh probe binding, fluorescence polarization; AID 1053197; hit rate 0.69% among 370,000; inhibition, % at 9.66 µM; Q9HAT2;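 active = inhibition above a cutoff: mean of compounds within the control limits plus 3 SD of those, cut at about 17% in these data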;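 also: 0% = plate median of compound wells and 100% = probe without SIAE protein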
PG9 binder: PG9 antibody binding by small molecule. TR-FRET gp120-PG9 antibody binding. hit rate 0.43% among 360,000. AID 624416. inhibition, % at 6.7 µM; in the data active = inhibition above about 8.5%
ABHD4 inh: inhibits mouse alpha/beta hydrolase domain 4. Q8VD66. purified mABHD4, FP-Rh probe fluorescence polarization. inhibition, % at 8.92 µM. hit rate 0.54% among 370,000;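 active = inhibition exceeding the mean over every tested compound plus 3 SD, cut at about 30% in these data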;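 also: 0% = plate median of compound wells and 100% = S159A mutant with DMSO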
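Assay system: wild-type mouse ABHD4 protein; compound: single nominal dose of 8.92 µM, 0.89% DMSO final; schedule: 45 min + 60 min at 25 °C; measured by: FP readout, ex 525 nm / em 598 nm; evaluation: % inhibition of FP-Rh probe binding versus controls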
LEDGF integ inh: blocks HIV-1 LEDGF/p75-dependent DNA integration | TR-FRET IN-LEDGF/p75 DNA integration, Eu/Cy5 | inhibition, % at 3.7 µM | hit rate 0.64% among 370,000;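 active = inhibition above the screen-wide mean plus 3 SD, cut at about 13% in these data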;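 also: signal is the Cy5 over europium emission ratio at 671 and 618 nm; 0% = plate median of compound wells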
TDP2 absorb: blocks human TDP2 phosphodiesterase activity | inhibition, % at 12.8 µM | hit rate 0.34% among 370,000 | AID 720702 | recombinant TDP2, T5PNP hydrolysis, p-nitrophenol absorbance 415 nm;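 active = inhibition above the mean of all tested compounds plus 3 SD, set per campaign, cut at about 25% in these data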;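 also: 0% = DMSO with enzyme and 100% = buffer with substrate but no TDP2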
Target sequence (O95551 whole entry, looked up): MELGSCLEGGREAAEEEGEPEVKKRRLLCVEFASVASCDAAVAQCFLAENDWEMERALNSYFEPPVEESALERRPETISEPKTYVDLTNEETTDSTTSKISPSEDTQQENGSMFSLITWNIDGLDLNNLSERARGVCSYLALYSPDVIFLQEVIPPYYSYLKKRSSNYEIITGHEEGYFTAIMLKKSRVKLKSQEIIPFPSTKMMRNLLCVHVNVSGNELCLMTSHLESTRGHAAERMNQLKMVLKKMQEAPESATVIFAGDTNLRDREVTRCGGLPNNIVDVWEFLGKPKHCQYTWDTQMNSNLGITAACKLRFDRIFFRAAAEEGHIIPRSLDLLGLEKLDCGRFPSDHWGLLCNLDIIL
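test system = human TDP2 enzyme | input = TDP2 enzyme at 120 nM final | medium = 50 mM Tris-HCl pH 7.5 with Mg2+, KCl, DTT, BSA | also added = T5PNP substrate, 5 mM | times = 2 h at 37 °C | technique = epi absorbance | benchmarks = high control without enzyme, low control DMSO plus TDP2 | replication = each compound tested once, singlicate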
The depositor's hits bear a star; / = not tested or not shown.

HTRA1 inhibitor	UHRF1 binding	TCR-CD3 inh	SMILES	PRMT1 FP inh	DDE Tn7 FP inh	SIAE primary	PG9 binder	ABHD4 inh	LEDGF integ inh	TDP2 absorb
4	1	0	CCc1ccc(/C=N/Nc2nn[nH]n2)cc1	10	9	3	0.6	3	-4	4
2	0	0	O=C(NCc1ccccc1)C1CCN(S(=O)(=O)c2ccc(Cl)cc2)CC1	3	1	0	1.4	-4	-6	3
8	7	4	C/C(=N\Nc1ccc(C(=O)O)cc1)c1ccc(Cl)s1	0	10	9	-4.8	1	-2	3
11	-3	2	Cc1ccc(/C=N/NC(=S)N2CCOCC2)cc1	0	7	8	-0.1	1	1	-2
-2	0	2	CCCc1cc(=O)n2[nH]c(NCc3ccccc3F)nc2n1	-2	-4	-6	-1.1	2	-2	-2
/	1	0	CCCCNCc1cc(OCC)c(OCC)cc1Br	1	8	5	-1.1	0	-3	10
3	0	-3	N#Cc1ccc(OCC(=O)Nc2cccc(S(=O)(=O)NC3=NCCCCC3)c2)cc1	3	2	-9	0.8	4	-6	3
1	1	1	COc1ccc(S(=O)(=O)N2CCC(C(=O)N3CCc4ccccc4C3)CC2)cc1OC	1	1	1	1.5	0	0	-7
/	0	-2	Cc1cn([C@H]2C[C@H](O)[C@@H](/C=C/C(=O)NCCN3CCCCC3)O2)c(=O)[nH]c1=O	0	-2	3	-0.6	7	-3	3
/	4	-4	CCCCCCCCN1C(=O)[C@H](CC(=O)NCCCOC)C[C@@]2(C(=O)OCC)CCCC=C12	9	-4	-4	-2.8	-16	-4	-19
-2	1	-5	COc1ccc(OCC(=O)NC(=S)Nc2ccc3c4c(cccc24)CC3)cc1	-3	2	-1	0.5	-8	3	-12
-4	7	0	Cc1cc(C)nc(/N=C(\N)Nc2ccc(F)c([N+](=O)[O-])c2)n1	0	9	1	-0.6	1	-1	-1

New compounds follow:
HTRA1 inhibitor	UHRF1 binding	TCR-CD3 inh	SMILES	PRMT1 FP inh	DDE Tn7 FP inh	SIAE primary	PG9 binder	ABHD4 inh	LEDGF integ inh	TDP2 absorb
-1	0	5	Cn1c(=S)n(/N=C/c2ccc3c(c2)OCO3)c2ccccc21	2	2	0	-2.3	-4	-4	7
-6	3	1	Cc1ccc(C)c(NC(=O)c2ccccc2Sc2ccc([N+](=O)[O-])cc2Cl)c1	-2	-1	3	-2.2	-2	2	-6
-37	1	-5	CC(=O)c1ccc(NC(=O)CC2S/C(=N/N=C3CCCCCC3)NC2=O)cc1 (configuration not stated)	2	4	-18	-0.5	-36	0	7
-2	-1	-5	C=C(C)CSc1nnc([C@@H]2CCCN2)o1	1	-1	3	-0.7	2	-2	10
-21	-2	5	COC(=O)c1ccc(CSc2cc(C)c3ccccc3n2)o1	1	-2	-4	0.4	-12	3	-5
10	1	-6	CCOC(=O)N1CCC(N2Cc3cccc(C(=O)N4CCN(c5cccc(Cl)c5)CC4)c3C2=O)CC1	3	2	0	-0.4	4	0	10
5	13	11	c1ccc(C(c2nnnn2Cc2cccs2)N2CCN(C3CCCC3)CC2)cc1 (configuration not stated)	0	3	5	-0.1	1	-1	0
2	-2	3	O=C(CCN1CCN(CC(=O)Nc2ccccc2F)CC1)Nc1ccccc1F	0	1	-4	-0.1	-2	0	-10
1	3	4	COc1ccc(OC)c(NC(=O)CSc2nc(C)cs2)c1	6	6	-6	0.1	-12	3	-9
6	1	-2	CC(C)Cc1nc2ccccc2[nH]1	5	-1	-2	-1.1	6	-3	-5
32	-5	1	O=C(NCCF)C1Nc2ccc(OC(F)(F)F)cc2C2C=CCC12 (configuration not stated)	29*	2	5	-0.5	26	1	9
-51	-1	-1	CCCOc1cccc(-c2nn(-c3ccccc3)cc2/C=C(\C#N)C(=O)NCCCn2ccnc2)c1	-4	-7	-4	-1.2	-13	4	0

2 of the compounds above, with each value named.
COC(=O)c1ccc(CSc2cc(C)c3ccccc3n2)o1
- HTRA1 inhibitor: -21
- UHRF1 binding: -2
- TCR-CD3 inh: 5
- PRMT1 FP inh: 1
- DDE Tn7 FP inh: -2
- SIAE primary: -4
- PG9 binder: 0.4
- ABHD4 inh: -12
- LEDGF integ inh: 3
- TDP2 absorb: -5

CCCOc1cccc(-c2nn(-c3ccccc3)cc2/C=C(\C#N)C(=O)NCCCn2ccnc2)c1
- HTRA1 inhibitor: -51
- UHRF1 binding: -1
- TCR-CD3 inh: -1
- PRMT1 FP inh: -4
- DDE Tn7 FP inh: -7
- SIAE primary: -4
- PG9 binder: -1.2
- ABHD4 inh: -13
- LEDGF integ inh: 4
- TDP2 absorb: 0

Retrieved by structure from the entries so far:
HTRA1 inhibitor	UHRF1 binding	TCR-CD3 inh	SMILES	PRMT1 FP inh	DDE Tn7 FP inh	SIAE primary	PG9 binder	ABHD4 inh	LEDGF integ inh	TDP2 absorb
-37	1	-5	CC(=O)c1ccc(NC(=O)CC2S/C(=N/N=C3CCCCCC3)NC2=O)cc1 (configuration not stated)	2	4	-18	-0.5	-36	0	7
32	-5	1	O=C(NCCF)C1Nc2ccc(OC(F)(F)F)cc2C2C=CCC12 (configuration not stated)	29*	2	5	-0.5	26	1	9

Taken from above.
C=C(C)CSc1nnc([C@@H]2CCCN2)o1 in PRMT1 FP inh shows 1
COc1ccc(OC)c(NC(=O)CSc2nc(C)cs2)c1 in TCR-CD3 inh shows 4
CCCOc1cccc(-c2nn(-c3ccccc3)cc2/C=C(\C#N)C(=O)NCCCn2ccnc2)c1 in DDE Tn7 FP inh shows -7
Cn1c(=S)n(/N=C/c2ccc3c(c2)OCO3)c2ccccc21 in DDE Tn7 FP inh shows 2

Profiles, quoted from the list.
CCCOc1cccc(-c2nn(-c3ccccc3)cc2/C=C(\C#N)C(=O)NCCCn2ccnc2)c1 across the screens: HTRA1 inhibitor: -51; UHRF1 binding: -1; TCR-CD3 inh: -1; PRMT1 FP inh: -4; DDE Tn7 FP inh: -7; SIAE primary: -4; PG9 binder: -1.2; ABHD4 inh: -13; LEDGF integ inh: 4; TDP2 absorb: 0
Cc1ccc(C)c(NC(=O)c2ccccc2Sc2ccc([N+](=O)[O-])cc2Cl)c1 across the screens: HTRA1 inhibitor: -6; UHRF1 binding: 3; TCR-CD3 inh: 1; PRMT1 FP inh: -2; DDE Tn7 FP inh: -1; SIAE primary: 3; PG9 binder: -2.2; ABHD4 inh: -2; LEDGF integ inh: 2; TDP2 absorb: -6
CC(C)Cc1nc2ccccc2[nH]1 across the screens: HTRA1 inhibitor: 6; UHRF1 binding: 1; TCR-CD3 inh: -2; PRMT1 FP inh: 5; DDE Tn7 FP inh: -1; SIAE primary: -2; PG9 binder: -1.1; ABHD4 inh: 6; LEDGF integ inh: -3; TDP2 absorb: -5

(further entries)
HTRA1 inhibitor	UHRF1 binding	TCR-CD3 inh	SMILES	PRMT1 FP inh	DDE Tn7 FP inh	SIAE primary	PG9 binder	ABHD4 inh	LEDGF integ inh	TDP2 absorb
-5	-4	7	Cc1ccc2cccc(S(=O)(=O)Nc3ccc4c(c3)OCO4)c2n1	-1	-7	14	-2.4	-1	0	3
-2	-3	2	Cc1nn(C)c(Cl)c1C(=O)NC(C(=O)O)c1ccccc1 (configuration not stated)	-5	-7	1	-1.8	6	0	8
/	0	/	Cn1c(COc2ccccc2)nnc1SCC(=O)Nc1ccccc1-c1ccccc1	5	7	0	/	-2	0	-8
6	0	0	CCN(CC1COc2ccccc2O1)C(=S)NC1CC2CCC1C2 (configuration not stated)	-4	-2	-6	-2.0	1	5	-3
0	-1	-7	O=C(OCCOc1ccccc1F)c1cc(S(=O)(=O)N2CCOCC2)ccc1F	-7	2	3	-1.3	-7	13*	2
-6	-2	0	CCOc1ccccc1NC(=O)NC1(C(=O)NCC2CCCO2)CCCCC1 (configuration not stated)	-1	2	9	1.5	3	1	7
-6	-2	-7	CC(=O)NCCn1c(SCc2ccccc2C)nc2ccccc2c1=O	-2	0	-1	0.5	-3	1	9
1	8	7	CC(C)Cc1nnc(NC(=O)CCN2C(=O)c3ccccc3C2=O)s1	-5	1	-13	0.7	-3	6	-23
3	-5	-1	CCOc1ccc(CC2c3cc(OCC)c(OCC)cc3CCN2C(=O)CN2CCN(C)CC2)cc1OCC (configuration not stated)	-6	0	-1	-2.9	-3	4	0
-38	1	3	Cc1cccc(NC(=O)CNc2cc(C)ccc2C)c1	-2	7	-8	0.2	-4	-1	2
-6	3	4	COc1ccc(N=C2SCC(=O)N2Cc2ccccc2)cc1	-1	-6	1	-1.7	-1	3	-11
1	-5	3	COc1ccc(N2CCN(C(=O)c3cccnc3)CC2)c([N+](=O)[O-])c1	1	1	5	-2.0	4	-3	14

Additional compounds follow:
HTRA1 inhibitor	UHRF1 binding	TCR-CD3 inh	SMILES	PRMT1 FP inh	DDE Tn7 FP inh	SIAE primary	PG9 binder	ABHD4 inh	LEDGF integ inh	TDP2 absorb
8	1	7	OC(COCCOc1ccc(Br)cc1)CN1CCN(Cc2ccccc2)CC1 (configuration not stated)	1	5	-4	-1.4	0	2	1
6	0	2	COc1ccccc1NC(=O)CCN1CCN(C)CC1	1	4	3	1.1	3	-2	-5
0	26*	-4	N#CCc1cccnc1Sc1ccc(Cl)cc1	2	2	-5	1.1	-3	1	9
-2	-1	-7	CCS(=O)(=O)c1nc(S(=O)(=O)c2ccc(C)cc2)c(N2CCC3(CC2)OCCO3)s1	-1	3	-1	0.3	-6	0	13
5	-4	2	CCN(Cc1ccccc1)CC(O)COc1ccccc1 (configuration not stated)	3	5	-1	-1.1	-6	-3	-1
1	1	-6	O=C(c1ccncc1)N1CCN(C2CCCCC2)CC1	1	9	-3	0.3	4	-4	-3
-6	1	2	O=C(Nc1cccc(C2OCCCO2)c1)c1cccs1	-1	1	1	0.7	-3	-1	1
-67	0	8	CC(C)C[C@H]1CNC(=S)N1CC1CCCN1C[C@H](Cc1ccccc1)N1C[C@H](Cc2ccc(O)cc2)N(CC2CCCCC2)C1=S (some centres not stated)	-3	2	-12	-1.0	-5	0	3
0	-3	4	COc1ccccc1NC(=O)Cc1nc(CCl)cs1	2	3	-5	-1.2	-1	3	-10
-8	2	-8	CCOc1ccccc1NC(=S)NC(=O)CCCOc1ccc(Cl)cc1Cl	-4	0	-29	1.6	-1	0	-6
5	-1	2	Cc1nnc(C)n1/N=C/c1cccnc1	-3	1	-6	-0.4	4	0	-3
